# Screens: PubChem BioAssay, National Center for Advancing Translational Sciences (NCATS)
# Vif-A3F inh – blocks the Vif interaction with APOBEC3F | HeLa A3F-eYFP + Vif (tagged APOBEC3F with the HIV-1 protein that degrades it), YFP fluorescence increase | Potency, µM (doses to about 46.1 µM), for inactives: at the top dose activity, negative = active | hit rate 0.2% among 390,000 | AID 602313; note: potency is the fitted concentration of half-maximal effect; % of control where 0% means no effect; nearly all actives have a fitted effect of over 65% in size
#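 HeLa cells stably expressing Vif plus C-terminally eYFP-tagged A3F were seeded, incubated overnight at 37 deg C, dosed with compound, incubated overnight again at 37 deg C. Yellow fluorescence (Ex 488/Em 500-530) reported blocked Vif-mediated A3F-eYFP degradation.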
# LDHA inh – LDHA (human) enzyme inhibition. activity change, % (values are at about 110 or 230 µM). purified LDHA, NADH/diaphorase-resazurin fluorescence; active compounds read low. hit rate 0.15% among 480,000; in the data active = activity change below about -30%; inconclusive = mostly about -25% to -30%;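 note: plate controls were DMSO wells for no effect and wells without enzyme for full effect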
#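 Remaining NADH was detected by diaphorase (0.133 mg/mL) converting 37 µM resazurin to fluorescent resorufin, read at 0 and 20 minutes. The preceding 5-minute room-temperature reaction used 2 nM LDHA, 0.2 mM sodium pyruvate and 0.06 mM NADH at pH 7.4.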
# D1 antag – blocks dopamine activation of the human D1 receptor. AID 504652. P21728. activity change, negative = inhibition, % at 10 µM. hit rate 3.2% among 360,000. HEK293 TREx D1 cells, calcium flux, dopamine EC80; active compounds read low; in the data active = activity change below about -30%; note: % is set by controls: 0 for no effect and ±100 for the full control effect
# Target sequence (P21728 whole entry, looked up): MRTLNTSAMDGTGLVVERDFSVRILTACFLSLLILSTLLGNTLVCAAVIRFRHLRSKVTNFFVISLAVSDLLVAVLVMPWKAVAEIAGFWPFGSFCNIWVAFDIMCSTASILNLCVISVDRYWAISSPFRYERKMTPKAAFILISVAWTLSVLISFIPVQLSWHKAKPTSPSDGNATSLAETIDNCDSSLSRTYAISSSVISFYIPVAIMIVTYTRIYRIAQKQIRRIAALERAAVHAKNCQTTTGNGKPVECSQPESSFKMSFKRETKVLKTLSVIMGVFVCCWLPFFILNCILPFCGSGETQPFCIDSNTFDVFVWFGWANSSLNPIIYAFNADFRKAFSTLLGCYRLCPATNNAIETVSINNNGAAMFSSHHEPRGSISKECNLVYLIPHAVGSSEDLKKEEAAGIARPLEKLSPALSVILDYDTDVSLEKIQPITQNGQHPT
#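 Kinetic fluorescence of a calcium dye serves as the read-out. D1-expressing Hek293 Trex cells, induced overnight at 30 C, are exposed to compound for 180 s before an EC80 dopamine addition, then read 180 s further.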
# D1 agonist – agonists of human D1 dopamine receptor | P21728 | HEK293 T-REx D1 cells, calcium flux, agonist mode | activation, % at 2 µM | hit rate 1% among 360,000 | AID 504660; in the data active = activation above about 30%; note: 0% is about no effect
#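 Tetracycline-induced HEK293 TREx D1 cells, force-coupled to calcium signalling, were dye-loaded with a no-wash calcium kit. Compound was pin-added after a 10 s baseline. Fluorescence was read kinetically at 1 cycle/s for 180 s, with calcium rises flagged as agonism.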
# RXFP1 ag – activates the human relaxin receptor RXFP1. Potency, µM (highest dose often 57.5 µM), inactives show at the top dose activation, hits mostly activators. HEK293T-RXFP1 cAMP TR-FRET, 30 min; response scale: percent of porcine relaxin response, buffer zero. hit rate 0.3% among 370,000; note: potency is the fitted concentration of half-maximal effect; % is set by controls: 0 for no effect and ±100 for the full control effect; nearly all actives have a fitted effect of over 60% in size; many of its hits are not listed in these tables
#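 HEK293 cells stably expressing RXFP1, treated 30 min at 37C with compounds plus PDE4 inhibitor Ro 20174; cAMP measured by HTRF TR-FRET. Normalized to buffer and 29 nM porcine relaxin; EC50 by Hill fit.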
# Vif-A3G inh – blocks the Vif interaction with human APOBEC3G; HeLa A3G-eYFP + Vif (tagged APOBEC3G with the HIV-1 protein that degrades it), YFP fluorescence, overnight; Potency, µM (top dose mostly 46.1 µM), inactives show top-dose activity, negative = active, usual class: inhibitors; hit rate 0.076% among 410,000; AID 602310;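 note: potency is the fitted concentration of half-maximal effect; % is set by controls: 0 for no effect and ±100 for the full control effect; nearly all actives have a fitted effect of over 60% in size; hits raise eYFP signal because A3G escapes Vif-driven loss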
#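 Read-out is eYFP fluorescence (Ex 488/Em 500-530) from Vif-expressing HeLa A3G-eYFP cells; more signal means A3G escaped Vif-mediated degradation. Cells plated overnight, compound pinned in, incubated overnight at 37 deg C.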
# D1 potentiator – enhances dopamine response at the human D1 receptor; hit rate 0.036% among 360,000; HEK293 TREx D1 cells, calcium flux, dopamine EC20 potentiation; potentiation, % at 10 µM; in the data active = potentiation above about 30%; note: 0% is about no effect
# Glioma ERSR ind – ER stress response induction in glioma | U87-MG GRP78 promoter luciferase reporter, 16 h | Potency, µM, for inactives: top-dose activation, most hits filed as activators | hit rate 0.02% among 420,000 | AID 602332; note: potency is the fitted concentration of half-maximal effect; series mostly up to about 76 µM; % of control where 0% means no effect; nearly all actives have a fitted effect of over 35% in size
#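 Stably transfected U87-MG human glioma cells carrying a GRP78-based luminescent sensor were seeded at 1000 cells/well, pin-dosed with compounds and incubated 16 h. Luciferase reagent was then added, and end-point luminescence was read after 10 min at room temperature.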
# D2 potentiator – D2 dopamine receptor (human) potentiation; P14416; HEK293 T-REx D2, calcium flux, EC20 dopamine potentiation; potentiation, % at 10 µM; hit rate 0.34% among 340,000;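 active = potentiation over 3 SD above the plate norm, cut at about 30% in these data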; note: 0% is about no effect
# Target sequence (P14416 whole entry, looked up): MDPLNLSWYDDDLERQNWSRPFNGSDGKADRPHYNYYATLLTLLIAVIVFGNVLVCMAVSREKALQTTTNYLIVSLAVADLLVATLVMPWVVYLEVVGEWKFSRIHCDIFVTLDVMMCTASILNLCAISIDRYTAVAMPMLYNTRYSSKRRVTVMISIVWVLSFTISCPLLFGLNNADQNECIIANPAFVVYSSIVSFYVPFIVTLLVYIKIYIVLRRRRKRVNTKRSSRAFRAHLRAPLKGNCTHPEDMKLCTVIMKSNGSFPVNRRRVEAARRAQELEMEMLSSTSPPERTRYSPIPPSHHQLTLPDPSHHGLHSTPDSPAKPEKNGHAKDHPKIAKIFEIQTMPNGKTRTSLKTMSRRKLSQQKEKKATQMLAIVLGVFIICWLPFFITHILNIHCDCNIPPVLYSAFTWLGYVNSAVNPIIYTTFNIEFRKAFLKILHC
#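 Cells plated with tetracycline inducer and held overnight at 30 C; calcium dye loaded 30–90 min at room temperature; baseline taken, compound added and read 180 s; EC20 dopamine then added and read 180 s.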
# An asterisk follows results filed as active; ? = inconclusive; · = no result given; & = joins results of further samples. Unless noted, calls come from the whole dose curve; as a rule, active = well fitted curve in the direction sought with a large enough effect; inconclusive = small, poorly fitted or top-dose-only effect, or another doubt; inactive = no such curve, though single readings can be large; an effect the other way counts as inactive or inconclusive. A portion of the library. The share of hits here may be higher or lower than overall.
canonical_smiles	Vif-A3F inh	LDHA inh	D1 antag	D1 agonist	RXFP1 ag	Vif-A3G inh	D1 potentiator	Glioma ERSR ind	D2 potentiator
N#Cc1ccc(N2CCNCC2)c(F)c1	-0.2%	-6.7	-1.2	3.4	1.1%	1.3%	-6.7	-9.7%	17.8
COc1cc(O)cc2c1C(=O)O[C@@H](C)CCCC(=O)CCCCC2	-5.1%	-6.0	-10.2	2.1	-3.8%	-3.8%	-3.0	-2.2%	13.2
COc1ccc(-n2c(O)c(C(C)=NCc3ccco3)c(=O)[nH]c2=O)cc1	2.6%	-2.7	20.2	2.0	0.0%	-10.1%	0.7	-4.0%	10.5
C[N+]12CCC(CC1)C(C(O)(c1ccccc1)c1cccs1)C2 (stereo not drawn)	0.1%	-36.3*	1.3	1.8	1.2%	0.2%	-3.8	-2.0%	6.4
CN(C)C1=C(C#N)C(c2ccccc2)=NP(N(C)C)(N(C)C)=N1	5.1%	-1.9	15.8	3.7	1.5%	-3.6%	1.4	2.6%	-4.6
Cn1cc(C(=O)OCC(=O)N2CCCCC2)c2ccccc21	2.4%	-8.2&1.1	13.3	0.6	0.4%	0.7%	-7.8	2.2%	2.1
CN1CC(C(=O)c2ccc(Cl)cc2)C(c2ccccc2F)C1 (stereo not drawn)	-5.3%	-9.8	5.6	4.8	-0.6%	3.6%	-1.7	-6.6%	-22.0
CCC12CN3CC(CC)(CN(C1)C3c1c(C)[nH]c(=O)[nH]c1=O)C2=O (stereo not drawn)	-2.3%	5.0	1.3	2.6	0.2%	-2.0%	2.9	-2.3%	5.0
COC(=O)C1=C(c2cc3ccccc3o2)C[C@@H]2CC[C@H]1N2C(=O)NCc1ccco1	0.6%	0.8	·	·	·	-8.0%	·	-2.8%	·
CCc1nc2ccccc2c(=O)n1-c1ccccc1[N+](=O)[O-]	-10.1%	-7.6	-16.2	-0.4	-0.1%	-0.9%	-2.1	-5.1%	7.0
Cc1ccc(-c2nn(Cc3ccccc3)cc2C(=O)O)cc1	8.8%	2.1	16.6	3.4	4.2%	1.1%	4.2	0.3%	6.5
Cc1cccc(C)c1OC(=O)Cc1ccccc1	-11.8%	-7.0	11.8	-0.3	-1.8%	-1.9%	33.0*	-5.1%	11.5
Cc1ccc(S(=O)(=O)c2nc(-c3ccccc3Cl)oc2N(C)C2CCN(C)CC2)cc1	-5.2%	-4.3	·	·	·	-8.7%	·	-7.3%	·
c1ccc2[nH]c(CCNC3CCCCC3)nc2c1	-0.2%	-1.3	40.4	3.1	0.4%	3.4%	0.3	-4.4%	-10.9
CC1([N+](=O)[O-])COP(=O)(Nc2cccc(Cl)c2)OC1 (stereo not drawn)	16.3%	-8.0	·	·	·	0.7%	·	-2.4%	·
CP(=O)(O)CN1CCCCC1	0.6%	0.1	-15.0	4.6	4.4%	1.6%	1.1	-5.4%	4.4
CN1CCN(c2ncnc3ccc(Br)cc23)CC1	8.6%	-6.4	9.2	5.0	8.6%	-0.2%	-4.0	-4.1%	-21.0
COc1ccc(CNCCc2cccc(F)c2)c2ccccc12	·	·	28.8	37.0*	0.3%	·	3.5	·	·
Cc1sc2c(c1C)C(c1cccs1)=NCC(=O)N2CC(=O)NCc1cccs1	-7.9%	1.5	-9.4	1.6	-0.1%	2.8%	-6.3	-3.9%	17.6
O=[N+]([O-])[N-][n+]1cnn(Cc2ccc(Cl)cc2)c1	-8.4%	-2.8	-28.1	1.1	-0.9%	-0.2%	-5.0	0.6%	·
CCCC(C)CC1(CCO)C(=O)NC(=S)NC1=O (stereo not drawn)	-13.5%	-2.1	·	·	·	6.1%	·	-0.9%	·
CN1C(=O)C(c2ccc([N+](=O)[O-])cc2[N+](=O)[O-])C(=O)N(C)C1=O	-1.8%	2.4	4.7	0.7	18.4%	-0.3%	-4.5	-0.9%	12.7
Cc1cccc(-n2c(/C=C\c3cccc(Br)c3)nc3ccccc3c2=O)c1	5.5%	-7.9	0.6	-4.3	-1.3%	0.5%	-1.4	-1.7%	18.8
CCOC(=O)[C@]12Cc3cc(OC)ccc3[C@H]1N(Cc1ccccc1)C(=O)c1ccccc12	2.5%	-2.7	·	·	·	-9.4%&-7.2%	·	-6.0%&-0.5%	·
C[C@]12CC[C@H](O)CC1=CC(=O)C1C2CC[C@]2(C)C(=O)[C@H](O)CC12 (stereo partly drawn)	-31.6%	-7.6	·	·	·	5.8%	·	-6.5%	·
CCOP(=S)(OCC)N1CCOCCOCCN(P(=S)(OCC)OCC)CCOCCOCC1	-3.7%	2.5	-7.8	5.5	0.9%	-0.2%	-3.5	-4.2%	-6.7
Cc1cc(=O)oc2cc(OCC(=O)N3CCC(C(=O)O)(c4ccccc4)CC3)ccc12	-1.0%	-2.0	4.4	1.6	-2.4%	-3.4%	1.4	-1.1%	·
CC(N)Cc1c[nH]c2ccc(O)cc12 (stereo not drawn)	0.8%	5.3	·	·	·	0.3%	·	-1.2%&-4.6%&-0.6%	·
O=c1ccc2cc(OC3O[C@H](CO)[C@@H](O)[C@H](O)[C@H]3O)c(O)cc2o1 (stereo partly drawn)	-0.1%	-3.8	-15.8	-2.1	15.2%	1.6%	-1.4	-1.4%	2.9
CCOc1cc(CNCCc2c[nH]c3ccccc23)cc(Cl)c1OCC	3.3%	0.9	-8.7	5.4	0.1%	-17.6%	8.0	-14.3%	-9.3
COC(=O)c1c(C)[nH]c(C(=O)C(Cc2ccccc2)N(C)C)c1C (stereo not drawn)	-8.9%	-4.0	-6.6	7.0	0.5%	7.0%	-0.5	-0.4%	-28.0
c1cncc(C2Nc3cccc4cccc(c34)N2)c1	-1.8%	4.8	-7.7&-22.5	1.6&1.9	2.2%&8.7%	-4.4%	-4.5&-3.2	-1.7%	4.4&7.9
COc1ccc(-n2nc(C(=O)NCC(=O)N3CCC4(CC3)OCCO4)c3ccccc3c2=O)cc1OC	0.8%	-5.6	4.4	-1.3	?	-5.3%	-2.3	0.6%	15.3
O=c1[nH]c(=O)n(Cc2ccccc2)c(O)c1C=NCCN1CCNCC1	-4.8%	0.8	4.8	6.6	0.1%	-5.6%	-0.8	-2.8%	·
CCOP(=O)(C#Cc1ccccc1)C(O)c1ccc(Br)cc1 (stereo not drawn)	4.2%	-3.6	-13.9	4.2	1.4%	-7.2%	-1.8	3.8%	7.0
Cc1ccsc1C(=O)C1CCCN(Cc2cnc(N3CCCC3)s2)C1 (stereo not drawn)	0.5%	-1.4	6.4	5.2	1.9%	0.1%	-2.4	-3.5%	-8.4
Cc1cc(OC(=O)N(C)C)n(-c2ccccc2)n1	-5.3%	-10.1	3.5	0.8	0.9%	0.9%	1.1	0.8%	4.5
CCOP(=O)(OCC)C(O)c1cccnc1 (stereo not drawn)	7.0%	-4.4	-1.7	0.2	-2.4%	2.6%	-6.5	-1.5%	8.3
Oc1ccc2c3c1OC1c4oc5ccccc5c4C[C@@]4(O)[C@@H](C2)N(CC2CC2)CC[C@]314 (stereo partly drawn)	2.3%	-1.2	·	·	·	3.4%	·	-3.9%	·
CN(C)c1nc(N(C)C)nc(N(C#N)CCCl)n1	-6.0%	-1.7	-8.9	1.9	2.1%	-0.3%	-7.2	-6.0%	4.7
CC12CC1(C)C(=O)N(c1cc(Cl)cc(Cl)c1)C2=O (stereo not drawn)	-4.6%	-1.9	·	·	·	-4.0%	·	0.3%	·
COc1cc(O)cc2c1C(=O)OC(C)CCCC(=O)CCC/C=C\2 (stereo not drawn)	-4.2%	-5.5	11.3	7.9	0.2%	0.5%	-0.4	-5.2%	-3.7
O=C(Nc1cccc(OC(=O)N2CCCCC2)c1)N1CCOCC1	-1.5%	-2.5	10.4	5.6	-1.8%	-3.8%	-2.2	-2.1%	0.9
O=C(c1ccc2c(c1)ncn2C1CCCCC1)N1CCC2(CC1)OCCO2	-22.1%	-3.3	22.1	-0.3	1.7%	?	-0.8	-4.5%	-3.9
O=c1c2ccccc2nc(-c2ccoc2)n1-c1ccccc1	-9.1%	-1.3	0.8	2.1	0.0%	1.2%	-3.5	-3.7%	-3.4
Cn1ncc(Cl)c1C(=O)N1CCC2(CC1)OCCO2	0.8%	-5.0	20.7	2.0	0.1%	0.0%	-0.5	-1.4%	2.5
Cc1ccc2nc(N3CCN(C)CC3)[nH]c2c1	-8.9%	3.7	-16.7	4.3	-1.0%	4.0%	4.5	-2.8%	7.9
O=C1NC(=O)N(Cc2ccccc2)C(=O)/C1=C\c1ccco1	-34.9%	1.6	-32.0*	3.2	1.5%	-13.8%	-1.4	-1.0%	·
Oc1c(Cl)cc(Cl)cc1CN1CCN(Cc2ccccc2)CC1	2.2%	0.1	-19.0	2.9	0.9%	-0.8%	-11.2	-3.0%	5.1
C=CCCC1(C2=CCCCC2)C(=O)NC(=O)NC1=O	6.8%	1.8	·	·	·	2.1%	·	-2.3%	·
Cc1ccccc1NS(=O)(=O)c1ccc(OCC(=O)N2CCN(C)CC2)cc1	9.2%	-4.1	-5.2	4.9	-0.5%	3.2%	-2.1	-4.1%	5.8
O=c1c2ccccc2nc(-c2ccccc2)n1-c1ccncc1	-3.4%	0.0	-3.4	2.1	1.6%	-0.3%	4.7	-0.5%	-3.0
CCCC(=O)C1C(=O)NC(=O)NC1=O	7.6%	-1.6	-4.7	1.2	1.7%	-3.3%	6.3	-3.0%	-8.1
